FEN1 inhibitor = human FEN1 inhibition; Potency, µM (doses to about 114 µM), for inactives: top-dose activity change, negative = inhibition, actives largely listed as inhibitors; AID 588795; hit rate 0.35% among 390,000; Recombinant FEN1 flap cleavage, fluorescence, 15 min; P39748; also: nearly all actives have a fitted effect of over 65% in size
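Recombinant FEN1 (10 nM) was preincubated with pin-transferred compounds for 15 min at room temperature, then flap DNA substrate (50 nM final) was added. Plates were read at 0 and 15 min, and normalized concentration–response data were fitted to a four-parameter Hill equation.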
KAT2A inh = inhibitors of human GCN5L2 histone acetyltransferase; Q92830; GCN5L2 HAT assay, ThioGlo1 CoA-SH fluorescence; Potency, µM (doses to about 58.9 µM), for inactives: at the highest dose activity change, negative = inhibition, hits mostly inhibitors; hit rate 0.21% among 390,000; AID 504327
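Compounds, pin-transferred from DMSO stocks, meet 20nM GCN5L2 for 15 min before the reaction begins with H3(1-25) peptide (75uM) and acetyl-CoA (70uM). Thiol-reactive ThioGlo1 reports CoA release over 20 min at room temperature.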
N370S GC = inhibitors or activators of N370S glucocerebrosidase for Gaucher disease. N370S GC spleen homogenate, 4MU-glucoside fluorescence. Potency, µM (top dose mostly 59.4 µM), for the others: at the highest dose activity change, negative = inhibition, most hits filed as inhibitors. hit rate 0.092% among 330,000;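 also: 0% = full enzyme activity and -100% = no enzyme basal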
* = called active by the depositor; ? = inconclusive; / = not tested or not shown; & = joins results of further samples; [ ] = dose if it differs, or a comment. Calls follow the shape of the dose curve; as a rule, active = well fitted curve in the direction sought with a large enough effect; inconclusive = small, poorly fitted or top-dose-only effect, or another doubt; inactive = no such curve, though single readings can be large; an effect the other way counts as inactive or inconclusive. Unless noted, % is scaled to controls: 0 for no effect and ±100 for the full control effect; potency is read from the fitted curve at half-maximal effect. The list is partial. The share of hits here may be higher or lower than overall.

Every second line gives: FEN1 inhibitor, KAT2A inh, N370S GC
- O=C(c1ccccc1F)c1cn(Cc2ccc(F)cc2)c2ccccc12
    ?, -10%, /
- CSCC[C@H](NC(=O)[C@@H](NC(=O)CNC(=O)[C@H](CC(=O)O)NC(=O)[C@H](CCSC)NC(=O)[C@@H](N)Cc1ccc(O)cc1)[C@@H](C)O)C(=O)N[C@@H](CO)C(=O)N[C@@H](CCC(N)=O)C(=O)N[C@H](C(=O)O)C(C)C
    /, -23%, -5%
- Cc1cc(OCC(=O)N2CCC(C(=O)O)CC2)c2c3c(c(=O)oc2c1)CCCC3
    -2%, -2%, -3%
- CC(=O)OC[C@H](N)C(=O)c1ccccc1
    /, 7%, -6%
- Cc1cc(O)c(CN2CC=C(c3ccccc3)CC2)cc1C(C)C
    2%, -6%, -2%
- Fc1ccc2c(c1)nnn2C1CCN(Cc2c(Cl)cccc2Cl)CC1
    8%, 2%, 4%
- C=CCn1c(O)c(C=Nc2ccc(N(CC)CC)cc2)c(=O)[nH]c1=O
    -7%, -1%, 19%
- O=C1/C(=C/c2cccnc2)N2CCC1CC2
    4%, -1%, 0%
- N[C@@H](Cc1c[nH]c2ccccc12)c1nnc(SCc2ccccc2)o1
    -23%, -13%, -8%
- CCCC[N+]12CCC(CC1)C(C(=O)c1cccs1)C2 (configuration not stated)
    7%, 3%, 2%
- [N-]=[N+]=CC(=O)OC[C@H](N)C(=O)O
    -16%, -5%, -1%
- O=C(CNC(=O)c1ccccc1Cl)Nc1ccc(Br)cc1C(=O)c1ccccc1
    -7%, -3%, 9%
- CCOC(=O)/C=C1\Nc2ccccc2SC1=O
    -12%, 2%, ?
- COc1ccc(CN2CCCC(C(=O)c3sccc3C)C2)cc1O (configuration not stated)
    -6%, -2%, -9%
- O=C=NCCCCN=C=O
    /, 0%, 1%
- COc1ccccc1N1C(=O)CC(=O)NC1=O
    -5%, 0%, 3%
- CC1CCC2C(C)C(=O)OC3OC4(C)CCC1C32OO4 (configuration not stated)
    -5%, -15%, -1%&8%
- CC[N+](CC)(CC)CCOc1cccc(OCC[N+](CC)(CC)CC)c1OCC[N+](CC)(CC)CC
    3%, 13µM*, -1%
- COCCNC(=O)N1[C@H]2CC[C@@H]1C(C(=O)OC)=C(c1cccc(C#N)c1)C2
    -4%, -5%, /
- CCOC(=O)c1ccccc1C(=O)OCC
    17%, -10%, 2%&1%
- N#Cc1c(/N=C/c2c(O)n(Cc3ccco3)c(=O)[nH]c2=O)sc2c1CCCC2
    ?, ?, 2%
- O=C(/C=C/c1ccccc1)c1c(O)n(CCc2ccccc2)c(=O)[nH]c1=O
    8%, -6%, ?
- CCCCCCCCc1ccc(O)cc1
    -7%, -6%, 3%
- COc1ccc(CN2C(=O)NC(=O)/C(=C/c3ccc([N+](=O)[O-])o3)C2=O)cc1
    /, 22µM*, -7%
- CC(=O)N1CN(C(C)=O)CN(C(C)=O)C1
    18%, -1%, 0%
- CC(C)(C)c1ccc(C(=O)C2CCCN(C3CCC3)C2)cc1 (configuration not stated)
    3%, 5%, -14%
- CCC1(C)CC(C(N)=S)CCO1 (configuration not stated)
    -1%, ?, 2%
- COc1ccccc1C1CC2CCC(C1OC(C)=O)N2Cc1ccccc1 (configuration not stated)
    -12%, 1%, -20%
- COc1ccc(CC[n+]2cc(/N=C(\C)[O-])on2)cc1OC
    4%, 0%, 3%
- CNC(C)Cc1ccccc1OC (configuration not stated)
    /, 7%&4%, 8%&-6%
- CC(Nc1cc(C)cc(C)c1)=[N+](C)CCNS(=O)(=O)c1ccc(Cl)cc1
    -17%, ?, -7%
- Cc1c2cnn(CC(=O)N3CCC4(CC3)OCCO4)c(=O)c2c(C)n1Cc1cccc(Cl)c1
    -16%, ?, -40%
- Cc1nn(Cc2ccccc2Cl)c(C)c1C(=O)OCC(=O)NC1CCS(=O)(=O)C1 (configuration not stated)
    1%, -1%, -1%
- Cc1cc(C)cc(-n2c(O)c(C=Nc3ccc(N4CCOCC4)cc3)c(=O)[nH]c2=S)c1
    -3%, -1%, -18%
- O=c1c2ccccc2nc(/C=C/c2ccccc2F)n1-c1cccc(O)c1
    ?, -13%, /
- c1ccc(-c2ccc(-c3n(-c4ccccn4)c4ccccc4[n+]3-c3ccccn3)cc2)cc1
    2%, -6%, ?
- COC(=O)[C@]1(C)CC[C@@]2(C)CC[C@@]3(C)C4=CCc5c(cc(O)c(O)c5C)[C@]4(C)CC[C@@]3(C)C2C1 (some centres not stated)
    /, -14%, 17%
- C/C(=N\NC(=O)c1ccccc1O)c1c(O)n(C2CCCCC2)c(=O)[nH]c1=O
    -11%, -18%, 4%
- COC(=O)C1=C(c2cccc(OCc3ccccc3)c2)C[C@@H]2CC[C@H]1N2C(=O)NCc1ccc(F)cc1
    -14%, -8%, /
- Clc1cccc(N2CCNCC2)c1Cl
    12%, -6%, 1%
- O=Cc1ccccc1
    -4%, /, 13%
- CCOC(C[n+]1c(-c2ccccc2)cc(C)cc1-c1ccccc1)OCC
    -14%, -6%, -9%
- Cc1cc(OC(C)C(=O)NCC(O)c2ccccc2)c2c3c(c(=O)oc2c1)CCCC3 (configuration not stated)
    -1%, -4%, -2%
- O=C1CCCN1C(=O)c1cncc(Br)c1
    -14%, -14%, -6%
- C[C@H]1CN(C2CCC(C#N)(c3ccc(F)cc3)CC2)CC[C@@]1(C(=O)O)c1ccccc1 (some centres not stated)
    /, 10%[21.4 µM], -12%[21.6 µM]

Reformatted: results already given
molecule,FEN1 inhibitor,KAT2A inh,N370S GC
COC(=O)[C@]1(C)CC[C@@]2(C)CC[C@@]3(C)C4=CCc5c(cc(O)c(O)c5C)[C@]4(C)CC[C@@]3(C)C2C1 (some centres not stated),/,-14%,17%
C/C(=N\NC(=O)c1ccccc1O)c1c(O)n(C2CCCCC2)c(=O)[nH]c1=O,-11%,-18%,4%

Copied from the list.
Cc1cc(O)c(CN2CC=C(c3ccccc3)CC2)cc1C(C)C – KAT2A inh: -6%
C=CCn1c(O)c(C=Nc2ccc(N(CC)CC)cc2)c(=O)[nH]c1=O – FEN1 inhibitor: -7%
C[C@H]1CN(C2CCC(C#N)(c3ccc(F)cc3)CC2)CC[C@@]1(C(=O)O)c1ccccc1 (some centres not stated) – KAT2A inh: 10%[21.4 µM]
O=C(CNC(=O)c1ccccc1Cl)Nc1ccc(Br)cc1C(=O)c1ccccc1 – N370S GC: 9%

Other structures follow.
Every second line gives: FEN1 inhibitor, KAT2A inh, N370S GC
- CCCCCCC(C)(C)c1ccc([C@@H]2C[C@H](O)CC[C@@H]2CCCO)c(O)c1
    /, -22%, ?
- O=c1[nH]c(=O)n(-c2cccc3ccccc23)c(O)c1C=NCCCn1ccnc1
    1%, -1%, 1%
- O=[N+]([O-])/C(Cl)=C1\NCCN1Cc1ccc(Cl)nc1
    -4%, 14%, 5%
- CN1CCC(OC(=O)c2cccc(F)c2)CC1
    16%, -4%, -12%
- O=c1c2ccccc2nc(/C=C\c2ccc(F)cc2)n1-c1ccccc1F
    -1%, 13%, /
- CCn1c(C)c(C(=O)Nc2ccc(OC)cc2)c2cc(OC)ccc21
    18%, -5%, -14%
- O=c1[nH]c(=O)n(-c2ccccc2)c(O)c1C=NC12CN3CN(CN(C3)C1)C2
    /, -6%, 0%
- COC(=O)OCC12CCC(O1)C1(C)C(=O)OCC21 (configuration not stated)
    0%, 0%, 4%
- Cn1c(O)c(C(=Nc2ccccc2)SCc2ccccc2Cl)c(=O)n(C)c1=O
    -11%, -16%, -5%
- Cc1[nH]c2ccc(Cl)cc2c1C1=CCNCC1
    /, 15%, 1%
- COc1ccc(OC)c(NP(=O)(Oc2ccc(Cl)cc2)Oc2ccc(Cl)cc2)c1
    -3%, -8%, ?
- C=CCN1C(=O)NC(=O)/C(=C/c2ccc(OC)c(CSc3ccccn3)c2)C1=O
    -13%, -14%, 7%
- C=CCN1C(=O)CSc2ccc(C(=O)N3CCC4(CC3)OCCO4)cc21
    6%, ?, 6%
- COC(=O)C1=C(c2cccc(C#N)c2)C[C@@H]2CC[C@H]1N2C(=O)NCCNC(C)=O
    -5%, 1%, /
- COc1ccc(CCC(C)NCCc2ccccc2)cc1 (configuration not stated)
    7%, -4%, -9%
- CN1CCC2(O)OCCCC2C1 (configuration not stated)
    -10%, 9%, 3%
- Cc1ccc(Oc2cc(NN3CCCCC3)c([N+](=O)[O-])cc2[N+](=O)[O-])c([N+](=O)[O-])c1
    14%, 2%, 3%
- O=C1C2CCN(CC2)C1Cc1ccc(OCCOc2ccccc2)cc1 (configuration not stated)
    -1%, -2%, ?
- O=c1c2ccccc2nc(/C=C/c2ccc(O)cc2)n1-c1ccccc1O
    -15%, -5%, -15%
- Cc1cc(/C=C2\C(=O)NC(=O)N(c3ccc(Cl)cc3)C2=O)c(C)n1-c1cccc(C(=O)O)c1
    ?, -23%, -9%
- COc1cccc(N2C(=O)/C(=C/c3ccc(C)o3)C(=O)NC2=S)c1
    ?, -20%, -3%
- NCCCP(=O)(O)CC1CCCCC1
    /, -5%&-9%, 2%&-28%
- O=C1NC(=O)N(c2ccccc2)C(=O)/C1=C/c1ccc2c(c1)Cc1ccccc1-2
    /, -17%, 0%
- COP(=O)(OC)C1(Nc2ccc(C)cc2)CCCCC1
    1%, -2%[0.501 µM], -7%
- O=C(O)CSCC(=O)N(Cc1ccccc1)c1nc(-c2ccccc2)c(-c2ccccc2)s1
    ?, 11µM*, 6%
- COC(=O)C1=C(c2ccc(-c3ccccc3)c(F)c2)C[C@@H]2CC[C@H]1N2C(=O)N1CCC(C)CC1
    -13%, -15%, /
- COc1ccccc1OC(=O)c1ccc(C)c(S(=O)(=O)N2CCOCC2)c1
    -3%, -5%, 0%
- CCNc1nc(Cl)nc(NC(C)C)n1
    10%, -14%&1%, 7%&25%&16%
- CN1CCc2nc3sc(C(=O)NC4CC4)c(N)c3cc2C1
    13%, -11%, 3%
- CCC1(c2ccccc2)C(=O)NC(=O)NC1=O
    -13%, 0%&24%, 0%

Structures above that contain bromine, in the order listed:
Every second line gives: FEN1 inhibitor, KAT2A inh, N370S GC
- O=C(CNC(=O)c1ccccc1Cl)Nc1ccc(Br)cc1C(=O)c1ccccc1
    -7%, -3%, 9%
- O=C1CCCN1C(=O)c1cncc(Br)c1
    -14%, -14%, -6%

Next results follow.
Every second line gives: FEN1 inhibitor, KAT2A inh, N370S GC
- O=C/C=C/c1ccccc1
    -2%, -1%&-21%, -14%&-4%&19%
- N#CCCn1cc(C=C2C(=O)NC(=O)NC2=O)c(-c2ccccc2)n1
    -24%, -3%, -4%
- Cc1cc(C(=O)N=Nc2c(O)n(C)c3ccccc23)c(C)o1
    11%, 2%, 1%
- CC1CCN(c2cc(Br)c([N+](=O)[O-])cc2F)CC1
    11%, -5%, 5%
- CCN1CCN(C(=O)Cc2ccccc2OC)CC1
    0%, 40%[activator], 8%
- O=[N+]([O-])c1ccc(CNCCc2ccccc2)cc1
    1%, -4%, 3%
- CC1CCN(C(=O)COC(=O)c2cn(C)c3ccccc23)CC1
    18%, -6%, /
- Cc1cc(C)c(N=Cc2c(O)[nH]c(=O)[nH]c2=O)c(C)c1
    18%, -1%, -8%
- COc1ccc(NC(=O)N2CC3(CCN(C(=O)Oc4ccccc4)CC3)C2)cc1
    /, 0%, 2%
- CCOC(=O)c1c(N)n(Cc2ccc(OC)cc2)c2nc3ccccc3nc12
    /, -10%, ?
- O=C(c1cc(-c2ccc(Cl)cc2)n(-c2ccc(Cl)cc2Cl)n1)N1CCOCC1
    13%, -23%, 4%
- Cc1cccc(Oc2nc3c(C)cccn3c(=O)c2/C=C(\C#N)c2nc3ccccc3s2)c1
    ?, -3%, /
- Cc1c(CC(=O)N2C[C@H]3C[C@@H](C2)c2cccc(=O)n2C3)c(=O)oc2c(C)c(O)ccc12
    -10%, ?, ?
- COC(=O)C1=C(c2cccc(OCc3ccccc3)c2)C[C@@H]2CC[C@H]1N2C(=O)NCc1ccc(Br)cc1
    -13%, -24%, /
- NC1=NC(=O)C(c2ccccc2)O1 (configuration not stated)
    /, -5%, -27%
- CC(O)(CS(=O)(=O)c1ccc(F)cc1)C(=O)Nc1ccc(C#N)c(C(F)(F)F)c1 (configuration not stated)
    /, -4%&-7%, -12%
- CC12CN3CC(C)(CN(C1)C3c1cccs1)C2O (configuration not stated)
    -4%, -1%, -3%
- COc1cc(Br)cc(CN2CCN(C)CC2)c1O
    -13%, ?, 7%
- CCN(C(=O)COC(=O)c1cc(C)n(C2CC2)c1C)c1ccccc1
    8%, -11%, /
- O=C1NC(=O)N(c2ccc3c(c2)OCO3)C(=O)/C1=C/c1ccc(N2CCCCC2)o1
    7%, -13%, -9%
- CC(C)(O)[C@@H]1C2OC(=O)[C@@H]1[C@]1(O)C[C@H]3O[C@]34C(=O)O[C@H]2[C@]14C
    /, -3%, -11%
- CCOc1ccc(N2C(=O)NC(=O)/C(=C\c3ccc(N4CCOCC4)cc3C)C2=O)cc1
    23%, -20%, -22%
- NCC[C@H](NC(=O)[C@@H](N)CCCN=C(N)N[N+](=O)[O-])C(N)=O
    /, -17%, -6%
- CC(C)[C@@H]1CN[C@H](C(=O)O)[C@@H]1CC(=O)O
    /, -7%, 11%
